Assay outcomes from PubChem BioAssay.
GPR151 ag – activators of human GPR151 | PathHunter beta-arrestin GPR151 cells, luminescence | 1% of 650,000 active | activation, % at 11.2 µM | Q8TDV0 | AID 1508602; in the data active means activation above about 4.9%;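 further: 0% = median of compound wells and 100% = cells with positive control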
Target sequence (Q8TDV0 whole entry, looked up): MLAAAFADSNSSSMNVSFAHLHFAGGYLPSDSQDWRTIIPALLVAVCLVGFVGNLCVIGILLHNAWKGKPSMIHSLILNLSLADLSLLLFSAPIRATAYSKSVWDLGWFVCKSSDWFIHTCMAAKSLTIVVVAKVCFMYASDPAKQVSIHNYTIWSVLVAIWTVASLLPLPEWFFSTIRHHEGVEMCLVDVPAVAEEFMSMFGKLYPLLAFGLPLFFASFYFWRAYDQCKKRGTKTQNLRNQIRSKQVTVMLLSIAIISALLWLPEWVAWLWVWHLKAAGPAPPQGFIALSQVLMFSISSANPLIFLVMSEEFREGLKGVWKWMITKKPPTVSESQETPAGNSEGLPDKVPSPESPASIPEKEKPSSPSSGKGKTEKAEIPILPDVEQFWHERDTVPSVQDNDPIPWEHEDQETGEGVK
FBW7 activator – activators of human E3 ligase FBW7; Q969H0; AlphaScreen FBW7–phospho-cyclin E peptide binding, activator screen; AID 1259310; 0.13% of 650,000 active; normalized activity (activation), % at 26.1 µM; in the data active means normalized activity above about 1.9%;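 further: purified mutant Fbw7 with reduced substrate affinity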
MITF primary – blocks human microphthalmia-associated transcription factor. AlphaScreen MITF homodimerization, bead proximity signal. 0.91% of 650,000 active. inhibition, % at 2.6 µM. O75030; in the data active means inhibition above about 50%;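 further: 0% = vehicle wells with protein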
Target sequence (O75030 whole entry, looked up): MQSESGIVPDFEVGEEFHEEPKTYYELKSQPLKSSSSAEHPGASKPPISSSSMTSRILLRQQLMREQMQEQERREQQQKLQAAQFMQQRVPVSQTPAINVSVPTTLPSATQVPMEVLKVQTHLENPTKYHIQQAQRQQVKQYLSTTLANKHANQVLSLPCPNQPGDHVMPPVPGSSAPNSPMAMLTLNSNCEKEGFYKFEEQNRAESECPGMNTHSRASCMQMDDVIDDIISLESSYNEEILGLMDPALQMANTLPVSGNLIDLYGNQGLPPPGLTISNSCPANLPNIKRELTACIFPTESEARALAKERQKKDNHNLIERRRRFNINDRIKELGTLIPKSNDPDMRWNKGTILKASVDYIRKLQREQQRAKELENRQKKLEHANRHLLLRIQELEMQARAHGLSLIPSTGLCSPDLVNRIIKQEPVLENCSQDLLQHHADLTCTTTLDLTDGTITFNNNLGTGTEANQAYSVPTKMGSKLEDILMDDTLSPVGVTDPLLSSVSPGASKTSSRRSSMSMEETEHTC
TEAD-YAP block – TEAD-YAP interaction inhibition; HEK-TIYL cells, TEAD-Gal4/YAP UAS-luciferase luminescence; inhibition, % at 9.12 µM; 1.4% of 640,000 active; in the data active means inhibition above about 32%;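 further: 0% = median of test compound wells and 100% = reference inhibitor wells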
* hit, by the source's call; & = joins results of further samples.

The line under a structure holds: GPR151 ag	FBW7 activator	MITF primary	TEAD-YAP block
1	CCOC(=O)Cc1csc2nc(=O)c3c(C)c(C)sc3n12
    0.3	0.0	4	16
2	CCCOc1ccc(/C(O)=C2\C(=O)C(=O)N(c3nc(C)c(C(=O)OC)s3)C2c2ccc(F)cc2)c(C)c1 (centres undefined)
    -0.9	0.0	3	-1
3	COc1ccc(-c2cc(C(F)(F)F)n3nc(C(=O)Nc4ccc(C)c(Cl)c4)cc3n2)cc1OC
    0.9	0.0	1	-2
4	CC(C)(C)c1ccc(OCNC(=O)c2cncc(Br)c2)cc1
    1.5	0.1	2	4
5	CCOC(=O)Cc1csc(NC(=O)CCCOc2cccc(C)c2C)n1
    3.3	0.9	16	6
6	CCCNC(=O)c1ccc2nc(-c3ccc(C(=O)NC4CC4)cc3)sc2c1
    1.3	-0.1	-3	-22
7	COC(=O)c1cc(CNC(=O)CC(C)(C)C)cc(NS(=O)(=O)Cc2ccccc2)c1
    -0.5	0.1	16	-1
8	Cc1ccc(S(=O)(=O)Nc2cccc(Cl)c2)c(C)c1
    -1.1	0.0	2	1
9	O=C(NCc1ccccc1F)c1cccs1
    -1.5	0.2	12	-12
10	COc1cccc(-c2cnc(NCc3ccccc3F)n2C)c1
    -0.3	-0.1	45	-10
11	COC(=O)c1ccccc1NC(=O)c1ccc(N2CC3CC(C2)c2cccc(=O)n2C3)c(NC(=O)c2ccc(Br)o2)c1 (centres undefined)
    -1.3	0.6	20	-5
12	CCC(=O)N(Cc1cccs1)Cc1cc2cc(OC)c(OC)cc2[nH]c1=O
    -1.5	0.8	11	0
13	O=C(c1ccc(Cl)cc1)c1c[nH]c2ccccc2c1=O
    -0.5	0.0	-10	-6
14	COc1ccccc1N1CCN(Cc2cc(Br)c(O)c3ncccc23)CC1
    -0.1	-0.8	43	81*
15	Cc1ccc(NC(=O)CC(NCCC2=CCCCC2)C(=O)O)c(C)c1 (centres undefined)
    3.3	-0.1	11	8
16	CCOC(=O)C1CCCN(S(=O)(=O)c2cnc[nH]2)C1 (centres undefined)
    0.6	0.1	10	3
17	CCNC(=O)CC1SC(N)=NC1=O (centres undefined)
    -0.9	0.2	7	-8
18	Cc1ccc2cc3c(nc2c1)c(C#N)c1ccccn13
    -0.1	-0.1	-1	-69
19	CC(=O)Nc1c(Cl)cc(N2C(=O)c3ccc(C(=O)O)cc3C2=O)cc1Cl
    1.1	0.2	-6	-3
20	CCC(C(=O)Nc1sc2c(c1C(N)=O)CCC2)c1ccccc1 (centres undefined)
    2.9	-0.2	4	-8
21	C#CCn1c(=NC(=O)C(C)(C)C)sc2cccc(OC)c21
    -0.1	-0.2	6	6
22	O=C(Nc1nc2c(s1)COc1ccccc1-2)c1ncoc1-c1cccc(F)c1
    0.0	0.3	2	-7
23	CC(C)(C)NC(=O)Cn1nc2c3ccccc3nc(C3CC3)n2c1=O
    -0.8	0.0	-1	44*
24	Cc1ccc(Nc2nc3c(c(=O)[nH]c(=O)n3C)n2Cc2ccc(F)cc2)cc1
    -0.6	0.9	4	4
25	Cc1nn2c(C(F)(F)F)cc(-c3cccs3)nc2c1-c1ccc(Cl)cc1
    0.3	0.1	4	5
26	O=c1nc(SCc2ccccc2Cl)c2c(n1Cc1ccccn1)CCC2
    -1.4	-0.1	6	0
27	Cc1ccc(CC(=O)Nc2nncs2)cc1
    -0.2	-0.1	14	5
28	COc1ccc(/C=C2\Sc3ccc(C(=O)NC4CCCC4)cc3N(C)C2=O)cc1OC
    1.0	-0.1	-11	0
29	Cc1ccc(N2CC(C(=O)OCC(=O)Nc3ccc4c(c3)CCC4)CC2=O)cc1 (centres undefined)
    1.1	0.1	-9	0
30	O=C1CCCN1CCCNc1nc(-c2csc3ccccc23)nc2c1ncn2Cc1ccc(C(F)(F)F)cc1
    -0.4	0.0	-9	-8
31	CC(C)CC(NC(=O)C(CO)NC(=O)C1CCC(=O)N1)C(=O)NC(C)C (centres undefined)
    1.9	0.0	11	2
32	CCN(CC)c1nc(C)nc2sc(C)cc12
    -0.3	0.0	3	-1
33	CNS(=O)(=O)c1ccc(NCC2COc3ccccc3O2)c([N+](=O)[O-])c1 (centres undefined)
    -0.2	-0.1	0	-7
34	COc1nc(Nc2ccccc2)nc(-c2cccc(N)c2)n1
    4.7	0.0	-8	8
35	C/C(=N\Nc1nc2ccccc2[nH]1)c1ccc(C)o1
    -2.4	-0.4	-4	-50
36	CC(=O)c1cccc(-c2nc(Nc3ccccc3)c3ncn(C4CCCCC4)c3n2)c1
    -0.7	0.1	-6	-13
37	COc1cccc(CN(C)C(=O)[C@@H](NC(=O)c2ccc(C)cc2)C(C)C)c1
    0.9	0.0	15	5
38	CC1CCN(CC[C@H]2CCCN2S(=O)(=O)c2cccc(O)c2)CC1
    0.8&-0.2	-0.1&-0.1	-3&27	5
39	COc1ccccc1/C=N\NC(=O)CSc1nc(C)cc(C)n1
    -1.9	0.0	9	6
40	CN(C)S(=O)(=O)c1cc(NC(=O)c2n[nH]c(=O)c3ccccc23)ccc1Cl
    3.1	0.0	-4	-32

An excerpt of these results, with each value named:
17) CCNC(=O)CC1SC(N)=NC1=O (centres undefined)
  GPR151 ag = -0.9	FBW7 activator = 0.2	MITF primary = 7	TEAD-YAP block = -8
18) Cc1ccc2cc3c(nc2c1)c(C#N)c1ccccn13
  GPR151 ag = -0.1	FBW7 activator = -0.1	MITF primary = -1	TEAD-YAP block = -69
19) CC(=O)Nc1c(Cl)cc(N2C(=O)c3ccc(C(=O)O)cc3C2=O)cc1Cl
  GPR151 ag = 1.1	FBW7 activator = 0.2	MITF primary = -6	TEAD-YAP block = -3
20) CCC(C(=O)Nc1sc2c(c1C(N)=O)CCC2)c1ccccc1 (centres undefined)
  GPR151 ag = 2.9	FBW7 activator = -0.2	MITF primary = 4	TEAD-YAP block = -8

Entries from the list above containing a COOH group:
The line under a structure holds: GPR151 ag	FBW7 activator	MITF primary	TEAD-YAP block
15	Cc1ccc(NC(=O)CC(NCCC2=CCCCC2)C(=O)O)c(C)c1 (centres undefined)
    3.3	-0.1	11	8
19	CC(=O)Nc1c(Cl)cc(N2C(=O)c3ccc(C(=O)O)cc3C2=O)cc1Cl
    1.1	0.2	-6	-3

Going on with the list.
The line under a structure holds: GPR151 ag	FBW7 activator	MITF primary	TEAD-YAP block
41	CC(=O)NS(=O)(=O)c1ccc(NC(=O)C2c3ccccc3Oc3ccccc32)cc1
    -0.7	-0.2	4	-8
42	Cc1ccc(NC(=S)N(Cc2ccccc2)Cc2cccs2)cc1Cl
    -0.2	0.0	-5	36*
43	Cc1ccc(N2CC(C(=O)Nc3nc4c(s3)C(=O)CC(C)(C)C4)CC2=O)cc1 (centres undefined)
    0.6	-0.1	3	0
44	C=CCNC(=O)C(C(=O)OCC)C1CCCCC1 (centres undefined)
    0.0	0.0	2	7
45	CCNc1ncnc2sc(C(=O)NCc3csc(C)n3)c(C)c12
    0.0	0.0	-18	-1
46	CCCSc1nnc2c(n1)OC(c1ccccc1Cl)Nc1ccccc1-2 (centres undefined)
    2.4	-0.1	1	-16
47	OC1CCN(c2ccnc3c(-c4ccccc4F)cnn23)CC1
    0.1	0.6	6	-16
48	COC(=O)NCC(c1cccnc1)N1CCN(c2ccccc2F)CC1 (centres undefined)
    -0.2	0.1	4	2
49	Cc1c(Cl)cccc1NC(=O)Cn1nnc(-c2nc(-c3ccccc3)no2)c1N
    1.4	0.6	2	-2
50	Cc1ccc(S(=O)(=O)/N=C(\c2ccccc2)N2CCOCC2)cc1
    1.2	0.2	0	7
51	Cc1ccc(-n2nc3c(c2NC(=O)c2c(-c4ccccc4Cl)noc2C)CSC3)cc1C
    1.8	0.0	5	0
52	Cc1cc(-c2cnc(N3CCOCC3)nc2C2CCCN(C(=O)C3CCCO3)C2)on1 (centres undefined)
    -0.6	0.3	14	7
53	CC(C)C(OC(=O)CCC(=O)c1ccc(C(C)(C)C)cc1)C(=O)NC(N)=O (centres undefined)
    1.2	0.1	3	-20
54	COc1ccccc1-n1c(C)cc(/C=C2/C(=N)N3C=CSC3=NC2=O)c1C
    0.4	0.3	7	94*
55	COC(=O)c1ccc(N2C(=O)C3C4c5ccccc5C(c5ccccc54)C3C2=O)cc1 (centres undefined)
    -1.0	-0.1	-3	-9
56	COCCCN1C(=O)CC(CC(=O)N(C)Cc2nonc2C)(c2ccccc2Cl)C1=O (centres undefined)
    4.1	0.0	4	-4
57	CCOC(=O)CC(=O)CSc1nnc2c(n1)[nH]c1ccccc12
    -1.4	-0.1	15	-56
58	Cc1cc(Cl)cc(C)c1OCCN1CCOCC1
    1.7	0.0	44	8
59	O=C(COC(=O)c1c(F)cccc1F)Nc1ccc([N+](=O)[O-])cc1Br
    -1.3	0.3	5	15
60	Cc1nc(CNS(=O)(=O)c2cc(F)ccc2F)cs1
    0.3	-0.2	6	-4

6 structures from above, ordered by molecular weight, high to low.
The line under a structure holds: GPR151 ag	FBW7 activator	MITF primary	TEAD-YAP block
51	Cc1ccc(-n2nc3c(c2NC(=O)c2c(-c4ccccc4Cl)noc2C)CSC3)cc1C
    1.8	0.0	5	0
41	CC(=O)NS(=O)(=O)c1ccc(NC(=O)C2c3ccccc3Oc3ccccc32)cc1
    -0.7	-0.2	4	-8
46	CCCSc1nnc2c(n1)OC(c1ccccc1Cl)Nc1ccccc1-2 (centres undefined)
    2.4	-0.1	1	-16
53	CC(C)C(OC(=O)CCC(=O)c1ccc(C(C)(C)C)cc1)C(=O)NC(N)=O (centres undefined)
    1.2	0.1	3	-20
57	CCOC(=O)CC(=O)CSc1nnc2c(n1)[nH]c1ccccc12
    -1.4	-0.1	15	-56
47	OC1CCN(c2ccnc3c(-c4ccccc4F)cnn23)CC1
    0.1	0.6	6	-16

(continued)
#	SMILES	GPR151 ag	FBW7 activator	MITF primary	TEAD-YAP block
61	COc1cccc(C(=O)N2CCN(C(=O)CC3C(=O)NCCN3C)CC2)c1 (centres undefined)	-1.2	0.0	-21	-13
62	CCC(c1nnnn1C1CCCC1)N1CCN(C)CC1 (centres undefined)	-1.0	1.7	14	2
63	CCOC(=O)c1ccc(N2C(=O)C3C(c4cccc(Cl)c4Cl)OC4(C(=O)c5ccccc5C4=O)C3C2=O)cc1 (centres undefined)	0.0	0.1	-2	-1
64	O=C(NNC(=O)c1ccccc1Cl)c1cccc(Br)c1	-1.1	0.1	-14	-4
65	Cc1cccc(-c2nc(CN3CCCCC3)c(C)o2)c1	2.7	0.0	-20	-10
66	O=c1c(CN2CCN(CCc3ccccc3)C(CCO)C2)coc2ccccc12 (centres undefined)	0.7	0.0	14	-1
67	Cn1ccnc1SCCNc1nncc(-c2cccc(C(F)(F)F)c2)n1	-1.3	0.4	10	5
68	CCCN(C(=O)Cn1ncc2c(=O)oc3ccccc3c21)c1ccc(OCC)cc1	3.3	-0.1	1	1
69	CCCCC(=O)N1CCN(c2ccc(C)nn2)CC1	-0.6	0.0	16	-3
70	Cc1nc(NCCCO)cc(-c2ccccn2)n1	2.1	-0.5	-3	-8
71	COc1ccc(C2CC(c3cccs3)=NN2C(=O)CSc2nnc(CNC(=O)c3ccco3)n2-c2cccc(Cl)c2)cc1 (centres undefined)	0.6	-0.2	-5	-31
72	O=C1NC(=O)c2cc(NC(=O)C3CC3)ccc21	5.2*	-0.1	4	-2
73	COc1nc(OC)nc(N2CCC(C(=O)NCc3ccc(F)cc3)CC2)n1	-0.3	0.2	24	-7
74	COc1cc(/C=C2\SC(=Nc3ccccc3)N(c3ccccc3)C2=O)ccc1OCC#N	0.2	0.1	18	8
75	O=C(Nc1ccc2cn[nH]c2c1)c1ccccc1OCc1ccccc1	-2.1	-0.2	0	-11

By substructure, those above containing a CF3 group (four)
#	SMILES	GPR151 ag	FBW7 activator	MITF primary	TEAD-YAP block
3	COc1ccc(-c2cc(C(F)(F)F)n3nc(C(=O)Nc4ccc(C)c(Cl)c4)cc3n2)cc1OC	0.9	0.0	1	-2
25	Cc1nn2c(C(F)(F)F)cc(-c3cccs3)nc2c1-c1ccc(Cl)cc1	0.3	0.1	4	5
30	O=C1CCCN1CCCNc1nc(-c2csc3ccccc23)nc2c1ncn2Cc1ccc(C(F)(F)F)cc1	-0.4	0.0	-9	-8
67	Cn1ccnc1SCCNc1nncc(-c2cccc(C(F)(F)F)c2)n1	-1.3	0.4	10	5

Carrying on.
#	SMILES	GPR151 ag	FBW7 activator	MITF primary	TEAD-YAP block
76	CC(=O)Nc1ccc(C(C)(C)C)cc1[N+](=O)[O-]	0.1	-0.1	-2	5
77	COc1ccc(-c2nccc(Nc3ccc(N4CCOCC4)cc3)n2)cn1	-1.9	-0.1	6	-7
78	Cc1ccccc1N1C(=O)C(O)C(O)C1=O (centres undefined)	0.9	0.0	23	1
79	CCC(C)Nc1c([N+](=O)[O-])ccc2nonc12 (centres undefined)	-2.4	-0.2	-5	-1
80	CC(=O)Nc1ccc(NS(=O)(=O)c2c(C)cc(C)cc2C)cc1	0.7	0.0	7	1

Outcome played no part in choosing rows. Share with any hit: about 3.4%.
